Source: PubChem
A3A deaminase – inhibitors of human APOBEC3A DNA deaminase; recombinant A3A, FAM/TAMRA ssDNA deamination fluorescence; 330,000 compounds, 0.41% hits; AID 493011; P31941; inhibition, % at 20 µM;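 active = at least 40% inhibition at 20 µM here, with at most 30% in a related deaminase screen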;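 also: plate controls were A3A with DMSO for no effect and wells lacking A3A enzyme for full effect; some results filed as inactive read as strong as hits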
mIAP activ – mouse IAP activation; muIAP, CDP-Star luminescence, 30 min; hits give high values; 1 = vehicle-only enzyme signal, 0 = enzyme-free wells; 330,000 compounds, 0.24% hits; activation factor at 10 µM;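 active = activation factor of at least 2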; also: the source names both 10 and 20 µM as test concentration; values of inactives mirror those of a sister screen read the other way
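also added = chemiluminescent substrate CDP-Star | test system = mouse IAP enzyme | signal = chemiluminescence readout | compound = DMSO-dissolved test compounds | incubation = 30 min at room temperature | benchmarks = DMSO wells, no-enzyme wells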
APOBEC3G inh – inhibitors of human APOBEC3G DNA deaminase; Q9HC16; recombinant A3G, ssDNA deamination FAM/TAMRA fluorescence; inhibition, % at 20 µM; 330,000 compounds, 0.28% hits; AID 493012;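 active = inhibition of at least 40% at 20 µM, with no more than 30% in the related APOBEC3A deaminase screen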;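 also: plate controls were DMSO wells with A3G for no effect and wells lacking A3G enzyme for full effect; some compounds called inactive have numbers as strong as hits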
Target sequence (Q9HC16 whole entry, looked up): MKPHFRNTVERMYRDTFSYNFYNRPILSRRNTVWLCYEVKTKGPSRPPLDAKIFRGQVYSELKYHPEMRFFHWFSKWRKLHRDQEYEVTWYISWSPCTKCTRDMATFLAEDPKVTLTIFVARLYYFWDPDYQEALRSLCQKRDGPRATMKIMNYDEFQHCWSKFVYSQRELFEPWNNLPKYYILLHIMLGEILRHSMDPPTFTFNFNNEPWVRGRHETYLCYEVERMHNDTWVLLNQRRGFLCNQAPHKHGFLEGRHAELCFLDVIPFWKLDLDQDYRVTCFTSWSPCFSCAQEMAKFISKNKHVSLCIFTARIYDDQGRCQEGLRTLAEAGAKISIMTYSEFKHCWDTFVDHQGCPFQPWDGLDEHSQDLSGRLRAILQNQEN
beta cell repl – induces beta-cell replication in MIN6 cells; MIN6 cells proliferation, ATPlite luminescence, 48 h; cells starved in 0.2% serum; 100% = growth in 10% serum; proliferation, % at 10 µM; 330,000 compounds, 0.29% hits;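 active = compounds whose signal lies at least 3.5 SD above the mean of all wells on their plate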;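 also: 0% = DMSO-treated cells in low-serum medium and 100% = 10% serum control; some compounds called inactive have numbers as strong as hits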
MPTP block – permeability transition pore inhibition. isolated mouse mitochondria, Ca2+ swelling absorbance, 30 min. AID 602449. 360,000 compounds, 1.4% hits. inhibition, % at 10 µM;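 active = inhibition of 50% or more, scaled per plate between neutral and stimulator controls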;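 also: 0% = DMSO wells given calcium and 100% = 1 mM EGTA wells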
NR3A LBD binder – modulates the human NR3A ligand-binding domain. 340,000 compounds, 2.5% hits. Tm shift relative to glycine control, % at 25 µM. NR3A LBD differential scanning fluorimetry, Tm shift; 0% = protein alone, 100% = glycine-bound protein;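 active = melting temperature shift of at least 10% of the positive control shift, at one fixed dose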
hIAP act – increases human intestinal alkaline phosphatase activity; P09923; purified human IAP, CDP-Star luminescence, 30 min; hits give high values; 1 = vehicle-only enzyme, 0 = enzyme-free background; activation factor at 10 µM; 330,000 compounds, 0.16% hits;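 active = activation factor of the enzyme at least 2-fold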; also: the source names both 10 and 20 µM as test concentration; values of inactives mirror those of a sister screen read the other way
Target sequence (P09923 whole entry, looked up): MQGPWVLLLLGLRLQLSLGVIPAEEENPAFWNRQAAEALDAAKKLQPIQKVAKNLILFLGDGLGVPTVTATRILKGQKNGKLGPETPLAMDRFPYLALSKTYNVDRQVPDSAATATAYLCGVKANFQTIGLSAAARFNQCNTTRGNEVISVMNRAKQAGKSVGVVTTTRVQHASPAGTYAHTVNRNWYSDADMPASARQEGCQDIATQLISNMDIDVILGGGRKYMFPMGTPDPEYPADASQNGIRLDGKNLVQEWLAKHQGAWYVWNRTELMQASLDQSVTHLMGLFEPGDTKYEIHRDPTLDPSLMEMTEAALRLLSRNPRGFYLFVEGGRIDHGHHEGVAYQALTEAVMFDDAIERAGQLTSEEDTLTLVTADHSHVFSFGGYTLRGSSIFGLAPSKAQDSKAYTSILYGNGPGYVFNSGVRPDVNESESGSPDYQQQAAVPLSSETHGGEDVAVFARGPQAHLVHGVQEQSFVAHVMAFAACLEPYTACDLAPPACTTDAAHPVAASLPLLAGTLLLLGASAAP
hIAP block – blocks human intestinal alkaline phosphatase | P09923 | purified IAP, CDP-Star luminescence, 30 min | inhibition, % at 10 µM | 330,000 compounds, 0.12% hits | AID 2544;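 active = inhibition reaching a set limit with compound at 10 µM in the primary screen, cut at about 35% in these data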;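 also: plate controls were DMSO wells with enzyme for no effect and no-enzyme buffer wells for full effect; values of inactives mirror those of a sister screen read the other way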
mIAP inh – blocks mouse intestinal alkaline phosphatase; purified mouse IAP, CDP-Star luminescence, 30 min; 330,000 compounds, 0.2% hits; inhibition, % at 10 µM;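 active = inhibition of at least 40% at 10 µM in the primary screen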;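 also: plate controls were DMSO with enzyme for no effect and no enzyme wells for full effect; values of inactives mirror those of a sister screen read the other way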
Numbers without * were called inactive; nt = not tested or not shown.

canonical_smiles,A3A deaminase,mIAP activ,APOBEC3G inh,beta cell repl,MPTP block,NR3A LBD binder,hIAP act,hIAP block,mIAP inh
COc1ccccc1C1=NN(C(=S)Nc2ccccc2)C(c2ccco2)C1 (stereo unspecified),-0.3,0.834,-2.1,-4.8,-2.2,0.9,0.792,20.8,16.6
COC(=O)c1cc(OC)c(OC)cc1-n1cnc2cc(OC)c(OC)cc2c1=O,-4.5,1.02,-3.9,-2.4,-0.5,-3.7,1.1,-10.4,-2.0
Cc1ccc(-c2ccc([C@H]3[C@@H]4C=CCC[C@@]4(C)C(=O)N3Cc3ccccc3)c(F)c2)cc1,-0.8,1.08,-4.2,-8.0,0.5,2.6,0.83,17.0,-7.7
Cn1c(Cl)nc2c1c(=O)n(Cc1cccc(Br)c1)c(=O)n2C,-4.9,1.02,-3.2,-3.2,-1.4,1.2,1.11,-10.9,-1.9
CCc1ccc(-c2nc(CN3CCC(C(=O)NCCc4ccc(OC)c(OC)c4)CC3)c(C)o2)cc1,0.6,1.25,2.3,-5.6,17.4,-0.6,0.805,19.5,-24.8
CCCN1CCC(NC(=O)Nc2ccc(OC)c(OC)c2)CC1,-0.8,0.995,-7.0,-0.3,-0.8,-2.2,0.78,22.0,0.5
Cc1ccc(S(=O)(=O)c2c[nH]c3cc4c(cc3c2=O)OCO4)cc1,-7.3,1.03,-7.5,-2.5,nt,nt,1.17,-17.1,-3.2
CC(O)CCc1ccc(O)cc1 (stereo unspecified),-1.6,0.904,-10.9,0.0,-0.9,-1.9,0.977,2.3,9.6
C/C(=N\NC(=O)CNC(=O)c1ccc2c(c1)OCCO2)c1ccco1,-1.3,0.985,-5.7,3.2,1.6,-2.1,0.894,10.6,1.5
CCN(c1cccc(C(F)(F)F)c1)S(=O)(=O)c1ccc2c(c1)CCN2C(C)=O,-1.6,0.953,-1.6,-2.0,1.8,-0.1,0.965,3.5,4.7
COc1ccc(/C=C/C(=O)c2ccccc2)cc1Cn1nnc2ccccc21,-2.0,0.909,-8.6,0.0,3.8,-5.4,1.32,-31.9,9.1
COc1cccc(-n2c(SCC(=O)OC(C)C)nnc2-c2cccnc2)c1,0.1,0.915,2.1,-3.9,-0.5,2.8,0.896,10.4,8.5
COCCN(C(=O)Nc1ccc(OC)cc1OC)C1CCN(C(C)=O)CC1,9.2,1.06,-5.1,-1.8,-0.6,-0.4,1.23,-23.4,-6.4
Cc1nn(C)cc1/C=N/NC(=S)Nc1ccccc1,-3.0,0.945,6.4,4.5,3.1,-0.6,1.09,-8.6,5.5
O=C(O)CCC(=O)N1CCC[C@H]1C(=O)O,2.0,1.01,-0.6,-1.6,-3.4,3.1,1.02,-2.5,-0.7
NNC(=O)c1oc2ccccc2c1-n1cccc1,-0.2,1.06,-4.2,-1.7,0.5,0.9,0.939,6.1,-5.9
Cc1cc(C)n(NC(=S)NC2CCCCC2)c(=O)c1C#N,-4.1,0.975,-9.8,-2.2,5.3,1.4,0.941,5.9,2.5
COc1ccc(C2CC(C(C)(C)C)=NN2c2ccc(S(N)(=O)=O)cc2)cc1 (stereo unspecified),1.6,1.16,-1.1,nt,3.1,-5.1,nt,nt,-14.0
Cc1ccc(C)c(C(=O)CCC(=O)O)c1,1.5,1.05,-1.0,2.0,-0.6,-6.6,1.12,-12.3,-5.5
CCCCN1C(=O)NC(NC(=O)c2ccco2)(C(F)(F)F)C1=O (stereo unspecified),-4.8,0.979,-7.2,-0.8,1.5,-0.9,1.24,-24.1,2.1

Brought forward from above: 3 entries, then new ones.
canonical_smiles,A3A deaminase,mIAP activ,APOBEC3G inh,beta cell repl,MPTP block,NR3A LBD binder,hIAP act,hIAP block,mIAP inh
COc1ccc(C2CC(C(C)(C)C)=NN2c2ccc(S(N)(=O)=O)cc2)cc1 (stereo unspecified),1.6,1.16,-1.1,nt,3.1,-5.1,nt,nt,-14.0
Cc1ccc(C)c(C(=O)CCC(=O)O)c1,1.5,1.05,-1.0,2.0,-0.6,-6.6,1.12,-12.3,-5.5
CCCCN1C(=O)NC(NC(=O)c2ccco2)(C(F)(F)F)C1=O (stereo unspecified),-4.8,0.979,-7.2,-0.8,1.5,-0.9,1.24,-24.1,2.1
Cc1cccc(-n2cnc(C(=O)NC3CCCCCC3)c2)n1,-2.2,1.11,-4.3,-1.1,0.6,-4.4,0.902,9.8,-10.6
S=C1NCN(Cc2ccco2)CN1c1ccccc1,-4.3,1.02,-9.0,1.9,1.5,-0.8,0.932,6.8,-2.0
COc1cccc(Oc2ccc3nnc(C(F)(F)F)n3n2)c1,4.8,1.02,0.5,-1.7,-1.0,-3.0,1.06,-5.7,-2.2
O=C1/C(=C/c2ccncc2)SC(=S)N1C1CCS(=O)(=O)C1 (stereo unspecified),-1.3,0.841,-2.9,-0.9,0.0,-2.9,0.939,6.1,15.9
CC(=O)C1C(c2ccccc2)c2c(n[nH]c2C)CC1(C)O (stereo unspecified),-3.6,1.18,-4.4,0.5,-0.9,-2.2,0.992,0.8,-17.7
O=[N+]([O-])c1ccc(C2NS(=O)(=O)N=C3CCCCCN32)cc1 (stereo unspecified),-1.1,1,-9.2,-1.5,-0.3,-0.4,1.05,-5.5,-0.3
O=C(O)/C(=C\c1cccs1)c1ccc(F)cc1,0.7,1.09,-0.7,1.2,0.7,0.4,1.01,-0.7,-8.8
CC1=C(C)CC(C(=O)Nc2cccc([N+](=O)[O-])c2)C(C(=O)O)C1 (stereo unspecified),-7.5,1.05,-7.8,0.0,0.3,-0.6,1.18,-18.0,-5.5
CCOCCCn1c(=S)[nH]c2cc(C(=O)N3CCC(C(N)=O)CC3)ccc2c1=O,-3.9,1.02,-8.0,-2.2,2.2,1.4,0.936,6.4,-1.9
CCCCCCC1CCC(C(=O)NC(CCSC)C(=O)NC(C(=O)OC)C(C)C)CC1 (stereo unspecified),-1.2,1.46,0.2,-3.2,15.0,0.0,0.853,14.7,-45.7
CC1CCN(c2ccccc2NC(=S)NC(=O)C(C)(C)C)CC1,-2.8,1.01,3.0,-5.1,3.7,0.4,1.02,-2.0,-1.1
Cc1cccc(/C=N/NC(=O)c2ccc(F)cc2)n1,-0.3,0.93,-8.8,-2.0,-0.8,1.4,1.35,-34.6,7.0
CC(/C=C/C1(O)C(C)CC(O)CC1(C)C)OC1OC(CO)C(O)C(O)C1O (stereo unspecified),-3.1,0.695,-10.1,0.1,1.7,-0.5,1.03,-2.7,30.5
COc1ccc(NC(=O)CSc2ccccc2)c(OC)c1,0.7,0.963,-6.8,-1.9,21.1,0.6,1.11,-11.3,3.7
Cc1cccc(C(=O)NNc2ncnc3c2cnn3C)c1,-3.3,0.997,-5.2,-1.2,0.2,2.1,2.13*,-113.2,0.3
Cc1noc(C)c1S(=O)(=O)N1CCC(C(=O)Nc2ccccn2)CC1,-2.3,1.07,-4.2,-1.7,-1.0,-1.5,0.971,2.9,-7.1
CCn1c(=O)c2cc(C(=O)NC(C)C)sc2c2ccccc21,-1.7,0.997,-2.4,3.7,1.0,-0.8,1.05,-5.5,0.3
Cc1cccc(NC(=O)CCS(=O)(=O)c2cc3c(cc2Cl)NC(=O)CO3)c1,-3.4,1.01,-5.8,-0.8,-2.1,-0.8,0.84,16.0,-1.1
CC(=O)Nc1ccc(C(=O)N/C(=C/c2ccccc2)C(=O)NCc2ccco2)cc1,-1.4,1.08,-10.6,-1.1,-3.2,1.5,0.966,3.4,-7.8
COc1ccc([C@@H]2CC(=O)c3c(O)cc(O[C@@H]4OC(CO[C@@H]5OC(C)[C@H](O)[C@@H](O)[C@H]5O)[C@@H](O)[C@H](O)[C@H]4O)cc3O2)cc1O (stereo partly specified),-3.2,0.964,-5.6,-2.2,0.3,0.8,0.828,17.2,3.6
CC(OC(=O)C1CCN(S(=O)(=O)c2ccc(F)cc2)CC1)C(=O)NC1CCCCC1C (stereo unspecified),-0.7,0.922,-7.2,-3.2,-0.9,3.1,0.962,3.8,7.8
COCCC(=O)N1CCC(Oc2ccc(C(=O)NCc3nccn3C)cc2)CC1,-1.8,0.99,-2.3,1.6,-2.0,-0.8,1.11,-10.6,1.0
NC(=O)c1ccc(Oc2ccc(-c3nnco3)cc2)c([N+](=O)[O-])c1,-3.8,0.978,-9.7,-4.2,-2.1,-0.6,0.938,6.2,2.2
Cc1ccc(CSCC(=O)N(C)CC(=O)Nc2c(Cl)cccc2Cl)cc1,-1.0,1.04,-6.0,-2.0,-0.2,-1.9,1.02,-2.1,-3.8
COC(=O)c1scc(C)c1NC(=O)Nc1ccccc1,3.5,0.967,-5.6,-2.7,1.8,-2.8,1.01,-1.0,3.3
Cc1cccc(/C=C2\Sc3ccc(C(=O)N4CCC(C)CC4)cc3N(C)C2=O)c1,-1.6,0.954,-2.5,-7.9,-0.6,-0.7,0.877,12.3,4.6
O=C(Nc1cccnc1)c1ccc(F)c(S(=O)(=O)N2CCOCC2)c1,-5.3,0.997,-6.8,-0.8,-0.1,-0.4,1.01,-1.3,0.3
Cc1cccc(NC(=S)NNC(=O)CC(C)O)c1C (stereo unspecified),-0.2,0.946,-3.2,-1.8,2.6,-1.6,1.57,-57.4,5.4
COC(=O)c1ccc(S(=O)(=O)N2C3CCC2CC(NC(=O)C2CC2)C3)cc1 (stereo unspecified),0.5,1.03,0.5,-1.2,0.6,-2.5,0.989,1.1,-3.4
CCc1cccc(C)c1N(C(=O)Cn1c(CO)nc2ccccc21)C(C)COC (stereo unspecified),-0.2,0.935,1.2,-0.2,-0.7,-1.6,1.13,-12.7,6.5
COc1ccccc1NC(=O)C(=O)NNC(=O)COc1ccc2ccccc2c1,-1.1,0.877,-10.6,0.0,1.7,nt,1.74,-74.1,12.3
O=[N+]([O-])c1ccc(N2CCN(Cc3ccc4c(c3)OCO4)CC2)nc1,-6.0,1.01,7.1,-3.4,-0.3,0.3,0.95,5.0,-0.7
